E-sel TNF inh – blocks E-selectin expression induced by TNF alpha | HUVEC TNFa-induced E-selectin immunofluorescence, high content | AID 1246 | 120,000 compounds, 0.71% hits | inhibition, % at 2 µM;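 active = inhibition above the batch mean plus 3 SD, and confirmed as a hit on visual image review, cut at about 43% in these data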;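 also: 0% = TNF-stimulated DMSO wells and 100% = unstimulated control wells; not every result past the cut was called active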
Active calls of the source: *. This is a subset, so the mix of outcomes need not match the whole.

SMILES	E-sel TNF inh
CCN1C(=O)/C(=C\C=C\c2ccccc2[N+](=O)[O-])SC1=S	-8
COc1ccc(-c2cc(C(F)(F)F)n3nc(C(=O)Nc4c(C)n(C)n(-c5ccccc5)c4=O)cc3n2)cc1	-17
CN1N=C(c2ccc(F)c(F)c2)CSC1=NCc1ccccc1	-21
COc1cc2c(cc1OC)C(=S)NC1(CCCC1)C2	-8
O=C1CC(c2ccccc2)c2ccccc21 (stereo not drawn)	5
COc1ccccc1Cn1c(=S)[nH]c2cc(C(=O)NCc3cccnc3)ccc2c1=O	14
CC(=O)c1ccc(N=Nc2ccc(N(C)C)cc2)cc1	7
Cc1nonc1-c1csc(N)n1	-31
Clc1ccc(-c2cc(C3CCNCC3)[nH]n2)cc1	-3
C=CCNC(=O)c1ccc(-n2cccc2)cc1	-42
c1ccc(-n2cc(CN3CCCC(CN4CCCC4)C3)c(-c3ccc4c(c3)OCO4)n2)cc1 (stereo not drawn)	-16
CCN(CC)CCn1c(=S)[nH]c2cc(C(=O)N3CC=C(c4ccccc4)CC3)ccc2c1=O	-1
CC(=O)N1CC(=O)N(Cc2ccccc2)/C(=C/c2ccccc2)C1=O	8
COc1cc(N=Nc2c(C)n(C)n(-c3ccccc3)c2=O)ccc1N	5
Oc1cccc(C(O)CNCc2ccc(OCc3ccc(Cl)cc3Cl)cc2)c1 (stereo not drawn)	10
COC(=O)N/N=C(/c1ccccc1)C1CCCCC1	-15
COc1cccc(CN2CCNC(=O)C2CC(=O)NCCn2cccn2)c1OC (stereo not drawn)	-9
CCNc1nc(C(=O)O)nc(N2CCOCC2)n1	-9
COc1ccccc1CNCc1cc(OC)c(OC)c(OC)c1	-10
COc1ccc(C2CC2/C(=N/O)c2ccccn2)cc1 (stereo not drawn)	-18
CCOC(=O)c1cnc2c(OC)cccc2c1NCc1cccnc1	17
c1cncc(-c2nc(N3CCOCC3)c3c4c(sc3n2)CCC4)c1	-19
COc1ccc(N/N=C(\C#N)C(=N)N2CCOCC2)cc1	-26
CCc1ccc(N(C(=O)CNC(=O)c2ccco2)C(C(=O)NCC2CCCO2)c2ccccc2)cc1 (stereo not drawn)	-2
CC(NCc1ccc2c(c1)OCO2)C(=O)NC1CCCCC1 (stereo not drawn)	-18
Cc1noc(C)c1COc1cccc(C(=O)OCC(=O)NCCN2C(=O)CSC2=O)c1	-4
NNC(=O)CN1C(c2ccccc2)=Nc2ccc(Br)cc2C1c1ccccc1 (stereo not drawn)	-35
COc1cc(C2C(C#N)=C(N)Oc3cc4c(cc32)OCO4)cc(OC)c1OC (stereo not drawn)	-18
Cc1cc(Cl)ccc1N(CC(=O)NCCSCc1ccco1)S(C)(=O)=O	-36
O=C(c1cccc2ccccc12)C1CCCN(C(=O)CCc2cnccn2)C1 (stereo not drawn)	-38

3 entries from above, sorted by the value under E-sel TNF inh, highest first.
SMILES	E-sel TNF inh
CCc1ccc(N(C(=O)CNC(=O)c2ccco2)C(C(=O)NCC2CCCO2)c2ccccc2)cc1 (stereo not drawn)	-2
CC(NCc1ccc2c(c1)OCO2)C(=O)NC1CCCCC1 (stereo not drawn)	-18
c1cncc(-c2nc(N3CCOCC3)c3c4c(sc3n2)CCC4)c1	-19

Seven of these compounds, set out differently.
E-sel TNF inh	molecule
5	COc1cc(N=Nc2c(C)n(C)n(-c3ccccc3)c2=O)ccc1N
10	Oc1cccc(C(O)CNCc2ccc(OCc3ccc(Cl)cc3Cl)cc2)c1 (stereo not drawn)
-15	COC(=O)N/N=C(/c1ccccc1)C1CCCCC1
-9	COc1cccc(CN2CCNC(=O)C2CC(=O)NCCn2cccn2)c1OC (stereo not drawn)
-9	CCNc1nc(C(=O)O)nc(N2CCOCC2)n1
-10	COc1ccccc1CNCc1cc(OC)c(OC)c(OC)c1
-18	COc1ccc(C2CC2/C(=N/O)c2ccccn2)cc1 (stereo not drawn)

(cont.)
SMILES	E-sel TNF inh
Cc1cccc2cc(CN(CC3CCCO3)C(=O)c3ccco3)c3nnnn3c12 (stereo not drawn)	-16
CN(C)CCCN(C(=O)COc1ccccc1)c1nc2c(F)cccc2s1	2
O=C(O)c1ccc(Nc2nc(-c3ccccc3)c3ccccc3n2)cc1	-8
CCc1c(C)nc2ncnn2c1N1CCCC(C(=O)NCc2cccs2)C1 (stereo not drawn)	3
COc1ccc(C(=O)Cn2c(NCCO)nc3ccccc32)cc1	-21
COc1cccc(-c2nc(CCl)cs2)c1	-22
O=c1c2sccc2nc(SCc2cc(=O)n3cc(Br)ccc3n2)n1Cc1ccccn1	-28
Cc1cc(Cl)c(S(=O)(=O)Nc2cc(S(=O)(=O)N3CCOCC3)ccc2F)cc1OCC(N)=O	33
COC(=O)CS(=O)(=O)c1cc([N+](=O)[O-])ccc1NC(=O)OC	4
CC(C)=CCc1c2c(c3occ(-c4ccc(O)cc4)c(=O)c3c1O)C=CC(C)(C)O2	-3
CCOC(=O)C1CCCN(C(=O)/C=C/c2cc(OC)c(OC)c(OC)c2)C1 (stereo not drawn)	-15
COc1ccccc1/C=N/NC(=O)c1ccc(NC(=O)c2cccc([N+](=O)[O-])c2)cc1	-22
COC(=O)c1ccc(C(=O)OC)c(NC(=O)CN(c2ccccc2)S(=O)(=O)N(C)C)c1	15
Cc1cc(C(=O)Nc2ncc(C)s2)c2ccccc2n1	-33
CCOc1ccc(CC(=O)NCc2ccc3c(c2)cc(C)n3C)cc1	-3
Cc1ccc(S(=O)(=O)N2CCN(Cc3ccsc3)CC2)cc1	30
COc1cc(/C=N/NC(=O)c2cccnc2)ccc1OCC(=O)Nc1ccccc1Cl	-30
COc1ccc(CSc2nnc(NC(C)=O)s2)cc1[N+](=O)[O-]	-17
COc1ccc(-c2csc3ncn(-c4cccc(C)c4)c(=O)c23)cc1OC	-17
C=CCNC(C(=O)Nc1cccc(OC)c1)c1ccccc1 (stereo not drawn)	29
COCCNC(=S)N(CCc1c(C)[nH]c2ccc(F)cc12)Cc1cccs1	6
Cc1cc2nccc(-c3cccnc3)n2n1	-33
CCOc1cc(C2NC(=O)NC(c3ccccc3)=C2C(C)=O)ccc1OC(C)=O (stereo not drawn)	-25
Cc1cc(C(=O)N/N=C2/CC(C)CC(C)(C)C2)c(C)o1 (stereo not drawn)	-46
O=C(Nc1ccc(Cl)cc1)c1csc(Cc2ccccc2)n1	-66
CCC(C)(C)NC(=O)C(c1ccncc1)N(C(=O)Cn1nnc2ccccc21)c1cc2c(cc1C(C)=O)OCO2 (stereo not drawn)	1
O=C(Oc1c(Br)cc(Br)c2cccnc12)N1CCCCC1	-7
Cc1nc2scc(-c3ccc(Cl)cc3)c2c(=O)n1N	1
O=C(CCC(=O)c1cccs1)NCc1ccncc1	-15
CSCc1nc2scc(-c3ccccc3)c2c(=O)[nH]1	7
Cc1cc(C)n(CC(=O)N/N=C/c2ccc([N+](=O)[O-])s2)n1	3
CCN(CC)S(=O)(=O)c1ccc(C(=O)NC(C)(C)C)cc1	-1
CN1/C(=C/C=C(C#N)C#N)C(C)(C)c2ccccc21	-15
C=CCn1c(SCC(=O)O)nc2sc(CC)cc2c1=O	-29
O=c1[nH]c2cccnc2n(CCNc2ncc(C(F)(F)F)cc2Cl)c1=O	0
CCCn1c(=O)[nH]c(=O)c2c(C(F)(F)F)cc(-c3ccc(C)cc3)nc21	-36
O=[N+]([O-])c1cccc(/C=N/Nc2nc(N3CCCCC3)nc(N3CCCCC3)n2)c1	6
CS(=O)(=O)N1CCc2cc(NC(=O)c3ccc(Cl)cc3Cl)ccc21	-21
O=C(CCl)NCCN1C(=O)S/C(=C\c2cccnc2)C1=O	23
CC[N+](CC)(CCCCS(=O)(=O)[O-])CCNP1(=O)C=C(c2ccccc2)OC(c2ccccc2)=C1	21
Cc1cc(C(F)(F)F)n(-c2nc(C(=O)O)cs2)n1	-23
Cc1ccccc1NC(=O)c1ccc(Cn2cc([N+](=O)[O-])cn2)o1	-12
Nc1nc2n(n1)C(=O)CC(c1ccc(Cl)cc1)N2 (stereo not drawn)	10
CC(=O)NS(=O)(=O)c1ccc(NC(=O)/C=C/c2ccc(C)o2)cc1	-2
CN(Cc1ccccc1)C(=O)COC(=O)c1cc(Cl)nc(Cl)c1	8
COc1ccc(C(CNC(=O)c2ccc(S(=O)(=O)N(C)C)cc2)N2CCCCC2)cc1 (stereo not drawn)	-14
c1ccc(-c2noc(CN3CCc4sccc4C3)n2)cc1	-36
COc1ccc(-c2[nH]ncc2-c2cscn2)c(O)c1	21
O=C(COC(=O)c1ccc([N+](=O)[O-])s1)NC(=O)NCc1ccccc1	-18
CC(=O)Nc1ccc(-c2csc(Nc3cccc(C)n3)n2)cc1	6
O=C(NC(=S)Nc1ccc(O)cc1)c1ccccc1Cl	-8
CN(C)S(=O)(=O)c1ccc2c(c1)nc(CCC(=O)O)n2C	-27
COc1cc(C2NCCc3c2[nH]c2ccccc32)ccc1OC(C)C (stereo not drawn)	-3
COc1cc(Cl)c(S(=O)(=O)N2CCCC2)cc1Cl	4
CN1C=CC=C/C1=C1\SC(=S)N(N)C1=O	-4
CCC(C)N(C(=O)COC(=O)C1C(C(=O)OC)=C(C)NC(C)=C1C(=O)OC)C1CCS(=O)(=O)C1 (stereo not drawn)	-45
Cc1cccn2c(CN(C)C3CCOC3)c(C(=O)N3CCCCC3)nc12 (stereo not drawn)	-6
O=C(NCC1OCCCN1S(=O)(=O)c1cc(F)ccc1F)C(=O)NC1CCCCC1 (stereo not drawn)	-17
CCn1c(-c2ccccc2SC)n[nH]c1=S	1
NC(=O)CCC1NC(=S)N(Cc2ccccc2)C1=O (stereo not drawn)	-25

The results go on.
SMILES	E-sel TNF inh
C=CCN1C(=O)c2cccc3c(N4CCCCC4)ccc(c23)C1=O	-8
N#Cc1cnn2ccc(-c3ccc4c(c3)CCC4)nc12	-78
CCN(CC)S(=O)(=O)c1ccc(N(C)CCc2ccc(OC)c(OC)c2)nc1	1
O=S(=O)(Nc1nc2cc3c(cc2nc1Cl)OCCO3)c1ccccc1	4
CC(=O)c1cnc(-c2ccccn2)s1	-10
COc1cc(C(=O)NC(CCSC)C(=O)OCC(=O)C(C)(C)C)cc(OC)c1OC (stereo not drawn)	-19
O=C(Nc1ccc(F)c([N+](=O)[O-])c1)c1cccs1	32
O=C1N(C2CCCC2)C[C@@H]2C[C@@H](c3cn[nH]c3-c3ccc(Cl)cc3)N3CCC[C@@]123	-20
O=C(C[n+]1ccc2ccccc2c1)c1cccc2ccccc12	-35
Cn1ccc(-c2cc(C(=O)O)c3ccccc3n2)n1	-33
O=C(Nc1ccc(Cl)c(S(=O)(=O)N2CCOCC2)c1)c1cn2ccccc2n1	2
O=C(Nc1nc(-c2cccnc2)cs1)c1ccccc1Cl	21
Cc1ccc(OCC(=O)Nc2ccc(S(=O)(=O)Nc3ccccn3)cc2)cc1	-19
CCC(=O)N/N=C(\C)CC(=O)Nc1ccc2c(c1)OCCO2	-9
Cc1cc(N2CCOCC2)nc(C(C)C)n1	-41

In a second layout: 2 of the compounds above
E-sel TNF inh | smiles
-10 | CC(=O)c1cnc(-c2ccccn2)s1
4 | O=S(=O)(Nc1nc2cc3c(cc2nc1Cl)OCCO3)c1ccccc1

Other structures
SMILES	E-sel TNF inh
Cc1cc(C)nc(N2N=C(c3ccccc3)CC2=O)n1	-6
O=C(COC(=O)c1cccc(S(=O)(=O)N2CCN(c3ccc(F)cc3)CC2)c1)NCC1CCCO1 (stereo not drawn)	-33
COCCn1c(SCC(=O)Nc2ccc(Cl)cn2)nnc1-c1ccncc1	-4
COc1cc2c(cc1OC)CN(C(=O)c1ccc(S(=O)(=O)N(C)c3ccccc3)cc1)CC2	-54
O=C1NC(=S)N/C1=C/c1cccn1-c1ccc([N+](=O)[O-])cc1	-7
CCN(CC(=O)Nc1ccc(NC(C)=O)cc1)C(=O)c1n[nH]c(=O)c2ccccc12	-27
CC(=O)Nc1ccc(NC(=O)C(C)N2CCN(S(=O)(=O)c3ccc(C)cc3)CC2)cc1 (stereo not drawn)	-16
S=c1[nH]nc(Nc2ccccc2Cl)s1	-73
CCCC(C)NC(=O)c1c2c(nc3ccccc13)CCC2 (stereo not drawn)	23
CN(c1ccccc1)S(=O)(=O)c1ccc(Cl)c(C(=O)OCC(=O)N2CCOCC2)c1	-3
COc1ccccc1CCN=C(N)NS(=O)(=O)c1cccs1	-19
O=c1[nH]oc(O)c1-c1ncc(C(F)(F)F)cc1Cl	-37
COC(=O)CC1COc2ccccc2N1C(=O)c1cccc(C(F)(F)F)c1 (stereo not drawn)	-64
NN/C(=C\[N+](=O)[O-])Nc1ccccc1	8
COc1ccc(C(=O)NNC(=O)CSc2nc3c([nH]2)c(=O)n(C)c(=O)n3C)cc1	-28
COc1cccc(CN2CCN(Cc3cccn3-c3cccnc3)CC2CCO)c1 (stereo not drawn)	-42
Fc1ccc(-c2cc(C(F)(F)F)nc(-n3cc(Cl)cn3)n2)cc1	-1
Cc1ccc(S(=O)(=O)C2(C(=O)Nc3ccc(C(C)C)cc3)CC2)cc1	-7
CCOC(=O)c1ccc(NC2Nc3cc(C)nn3S2)cc1 (stereo not drawn)	-13
Cc1ccccc1N(CC(=O)NC1CCCC1)C(=O)c1csnn1	-9
C=CCNC(=S)NNC(=O)COc1ccc2cc(Br)ccc2c1	-45
CC(=O)Cc1nsc(Nc2ccc(Cl)cc2)n1	-5
COc1ccc(NC(C)c2ccccc2)cc1 (stereo not drawn)	27
